GRP78 ERSR act: induces the endoplasmic reticulum stress response in human glioma cells; Potency, µM, inactives show at the top dose activation, actives largely listed as activators; hit rate 0.02% among 420,000; U87-MG GRP78 promoter luciferase reporter, 16 h; AID 602332; also: potency is read from the fitted curve at half-maximal effect; series mostly up to about 76 µM; % of control where 0% means no effect; nearly all actives have a fitted effect of over 35% in size
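Stably transfected U87-MG glioma cells carrying a GRP78-based luciferase sensor; 16 h compound incubation. Luminescence end-point read 10 min after Bright-Glo addition at room temperature.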
RXFP1 ag: activates the human relaxin receptor RXFP1; hit rate 0.3% among 370,000; HEK293T-RXFP1 cAMP TR-FRET, 30 min; response scale: percent of porcine relaxin response, buffer zero; Potency, µM (titrated, usually from 57.5 µM), without a hit: at the highest dose activation, most hits filed as activators; Q9HBX9; also: potency is read from the fitted curve at half-maximal effect; % is scaled to controls: 0 for no effect and ±100 for the full control effect; nearly all actives have a fitted effect of over 60% in size; many of its hits are not listed in these tables
Target sequence (Q9HBX9 whole entry, looked up): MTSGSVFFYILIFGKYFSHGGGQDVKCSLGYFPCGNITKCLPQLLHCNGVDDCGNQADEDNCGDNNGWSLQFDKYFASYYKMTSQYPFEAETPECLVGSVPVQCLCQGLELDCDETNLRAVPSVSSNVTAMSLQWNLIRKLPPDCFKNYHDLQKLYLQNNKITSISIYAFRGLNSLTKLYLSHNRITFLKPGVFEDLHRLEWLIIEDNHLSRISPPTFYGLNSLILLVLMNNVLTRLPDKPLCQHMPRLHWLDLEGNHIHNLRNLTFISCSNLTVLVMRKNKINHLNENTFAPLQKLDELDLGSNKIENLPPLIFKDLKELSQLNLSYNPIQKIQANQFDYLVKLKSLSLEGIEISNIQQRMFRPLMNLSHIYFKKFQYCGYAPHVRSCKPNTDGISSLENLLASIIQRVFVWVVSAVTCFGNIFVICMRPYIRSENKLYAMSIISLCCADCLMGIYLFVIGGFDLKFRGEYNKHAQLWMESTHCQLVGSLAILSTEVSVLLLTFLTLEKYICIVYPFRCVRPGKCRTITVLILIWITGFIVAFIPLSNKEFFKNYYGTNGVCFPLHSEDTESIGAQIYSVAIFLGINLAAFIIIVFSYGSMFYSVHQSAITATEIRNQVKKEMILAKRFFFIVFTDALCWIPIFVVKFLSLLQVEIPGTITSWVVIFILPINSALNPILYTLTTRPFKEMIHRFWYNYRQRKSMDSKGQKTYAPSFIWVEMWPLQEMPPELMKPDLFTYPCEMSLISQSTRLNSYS
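cAMP rise read by TR-FRET after 30 min, 37C compound exposure (up to 58 uM) in RXFP1-transfected HEK293 cells with Ro 20174 present. EC50 from Hill-equation fits, with 29 nM porcine relaxin as 100% and buffer as basal.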
Vif-A3G inh: Vif-A3G binding inhibition. Q9HC16. HeLa A3G-eYFP + Vif (tagged APOBEC3G with the HIV-1 protein that degrades it), YFP fluorescence, overnight. hit rate 0.076% among 410,000. Potency, µM (series often up to 46.1 µM), for the others: at the top dose activity, negative = active, usual class: inhibitors;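 also: potency is read from the fitted curve at half-maximal effect; % is scaled to controls: 0 for no effect and ±100 for the full control effect; nearly all actives have a fitted effect of over 60% in size; hits raise eYFP signal because A3G escapes Vif-driven loss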
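Read-out is eYFP fluorescence (Ex 488/Em 500-530) from Vif-expressing HeLa A3G-eYFP cells; more signal means A3G escaped Vif-mediated degradation. Cells plated overnight, compound pinned in, incubated overnight at 37 deg C.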
USP1 inh: USP1/UAF1 (human) deubiquitinase inhibition; recombinant USP1/UAF1, Ub-Rhodamine cleavage fluorescence; Potency, µM (top dose mostly 57.1 µM), inactives show at the top dose activity change, negative = inhibition, hits mostly inhibitors; O94782; AID 743255; hit rate 0.23% among 390,000; also: potency is read from the fitted curve at half-maximal effect; % is scaled to controls: 0 for no effect and ±100 for the full control effect; nearly all actives have a fitted effect of over 60% in size; inactives centre near -12
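High-throughput fluorogenic screen: 1nM USP1/UAF1 complex, Ub-Rho substrate 150nM final, 50mM HEPES pH 7.8 with 0.5mM EDTA, 0.1 mg/ml BSA, 1mM TCEP and 0.01% Tween-20.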
PI4K2A inh: blocks human PI4K2A kinase activity. AID 1346378. purified PI4K2A, ADP-Glo luminescence, 1 h; active compounds read low. hit rate 0.13% among 420,000. activity change, negative = inhibition, % at 76.9 µM. Q9BTU6; in the data active = activity change below about -50%; inconclusive = mostly about -30% to -49%;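 also: -100% = wells without enzyme as full effect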
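ADP-Glo luminescence measured ADP generated by PI4K2A enzyme (4 ug/mL before mixing) with 1.2 mM PI substrate (pre-mix) and 300 microM ATP (pre-mix). Tris pH7.5 buffer with MgCl2, Triton X-100; 1 h reaction at ambient temperature.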
LDHA block: blocks human lactate dehydrogenase A; purified LDHA, NADH/diaphorase-resazurin fluorescence; active compounds read low; activity change, % (values are at about 110 or 230 µM); hit rate 0.15% among 480,000; AID 1347041; in the data active = activity change below about -30%; inconclusive = mostly about -25% to -30%;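 also: plate controls were DMSO wells for no effect and wells without enzyme for full effect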
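Enzyme activity of human lactate dehydrogenase 5 (2 nM; 0.06 mM NADH, 0.2 mM pyruvate, 5 min, RT) is measured via a resazurin/diaphorase fluorescence readout of residual NADH.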
IDH1 R132H inh: inhibitors of human mutant IDH1 R132H; O75874; IDH1-R132H enzyme, NADPH consumption, diaphorase/resazurin fluorescence; Potency, µM (highest dose often 76.6 µM), without a hit: at the highest dose activity change, negative = inhibition, hits mostly inhibitors; hit rate 0.093% among 390,000; also: potency is read from the fitted curve at half-maximal effect; % is scaled to controls: 0 for no effect and ±100 for the full control effect; nearly all actives have a fitted effect of over 65% in size
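IDH1-R132H (0.5 ug/mL dispensed) in pH 7.5 Tris buffer was preincubated 30 min with compound, then given a substrate mix of 0.016 mM NADPH and 2 mM alpha-KG for 80 min at room temperature; remaining NADPH was read by diaphorase/resazurin fluorescence.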
TrxR1 substrate: is turned over as a substrate by rat TrxR1; O89049; Potency, µM (doses to about 114 µM), inactives show top-dose activity change, negative = substrate turnover; purified TrxR1 substrate turnover, NADPH consumption readout; hit rate 0.01% among 390,000; also: potency is read from the fitted curve at half-maximal effect; % is scaled to controls: 0 for no effect and ±100 for the full control effect; nearly all actives have a fitted effect of over 50% in size
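Rat TrxR1, dispensed at 90 nM, was prereduced with 400 uM NADPH (final) for 5 min at ~22 deg C, then incubated with compound 15 min before 400 uM selenite. A first-read NADPH fluorescence drop versus no-compound background flagged substrates.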
Vif-APOBEC3F blk: Vif-A3F binding inhibition; HeLa A3F-eYFP + Vif (tagged APOBEC3F with the HIV-1 protein that degrades it), YFP fluorescence increase; Potency, µM (top dose mostly 46.1 µM), without a hit: at the highest dose activity, negative = active; hit rate 0.2% among 390,000; also: potency is read from the fitted curve at half-maximal effect; % of control where 0% means no effect; nearly all actives have a fitted effect of over 65% in size
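HeLa cells stably expressing A3F-eYFP plus Vif, plated and incubated overnight at 37 deg C, then exposed to compounds overnight at 37 deg C. Blocked degradation read as raised yellow fluorescence (Ex 488/Em 500-530).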
An asterisk follows results filed as active; ? = inconclusive; · = no result given; [ ] = dose if it differs, or a comment. Unless noted, calls follow the shape of the dose curve; as a rule, active = well fitted curve in the direction sought with a large enough effect; inconclusive = small, poorly fitted or top-dose-only effect, or another doubt; inactive = no such curve, though single readings can be large; an effect the other way counts as inactive or inconclusive. Some of the compounds tested; count on the stated rates, not on these rows.

canonical_smiles,GRP78 ERSR act,RXFP1 ag,Vif-A3G inh,USP1 inh,PI4K2A inh,LDHA block,IDH1 R132H inh,TrxR1 substrate,Vif-APOBEC3F blk
Cc1cc(C)c(NC(=O)Cc2csc(C)n2)c(Cl)c1,-3%,0.3%,0%,-7%,-3,-8,-10%,11%,1%
CCc1nc(-c2ccccc2)cc(=O)[nH]1,-6%,-0.1%,0%,-9%,2,-4,11%,-4%,-7%
COc1cc(S(=O)(=O)N2CCn3cccc3C2C)ccc1NC(C)=O (stereo not drawn),-1%,·,3%,-23%,-2,-8,4%,11%,1%
O=C(O)CCC(NS(=O)(=O)c1ccc(N2CCCC2=O)cc1)C(=O)O (stereo not drawn),-1%,1.4%,1%,-2%,-1,-2,1%,9%,-8%
O=C(OCC(=O)N1CCN(c2ccccc2)CC1)c1ccccn1,-3%,0.9%,4%,1%,1,3,1%,0%,-2%
CCOC(=O)c1ccc(N2C(=O)CC(Nc3ccc(O)cc3)C2=O)cc1 (stereo not drawn),-4%,-28%,-9%,-25%,7,14,7%,3%,?
COc1ccc(C)cc1-n1[nH]nnc1=S,-4%,0.3%,-2%,-22%,-3,-9,-2%,4%[57.1 µM],?
CN1CCN(C(=O)c2ccccc2[N+](=O)[O-])CC1,-1%,-1.6%,-1%,-19%,1,-9,2%,7%[57.1 µM],-5%
Cc1ccc(S(=O)(=O)N2CCC[C@H]2C(=O)OCC(=O)N2CCc3ccccc32)cc1,-3%,·,2%,-11%,-4,3,7%,-5%,11%
CC(C)(C)NC(=O)NC(=O)COC(=O)C1=COCCO1,1%,-3.9%,-1%,-2%,3,-2,8%,-5%[57.1 µM],-3%
CCCn1c(C(O)c2cccc(OC)c2)nc2ccccc21 (stereo not drawn),-3%,-0.8%,-10%,-8%,-5,-7,4%,11%,11%
CC(=O)c1ccccc1NC(=O)CCN1C(=O)C2CCCCC2C1=O (stereo not drawn),-2%,·,6%,-10%,18,-6,-2%,5%[57.1 µM],3%
CC(=O)Nc1ccc(SCC(=O)N(C)CC(=O)Nc2ccccc2Cl)cc1,-4%,·,1%,-4%,-9,-3,0%,5%[57.1 µM],-10%
CC1(C)CC(=O)c2cc(C(=O)Nn3cnnc3)c(=O)n(-c3ccccc3)c2C1,-6%,1.4%,-1%,-11%,-4,-7,-1%,16%,-3%
CCN1CCN(c2ccc(S(=O)(=O)N3CCOCC3)cc2NC(=O)c2ccccc2OC(F)F)CC1,1%,-3.6%,0%,-17%,0,-4,-7%,2%[57.1 µM],-2%
CCC(=O)NNc1cccc(Cl)n1,-5%,1.9%,-1%,-17%,5,-3,-4%,11%[57.1 µM],-7%
Cc1cc(C)cc(N(CCC#N)C(=O)COC(=O)CCc2c[nH]c3ccccc23)c1,-1%,-0.1%,0%,-21%,-3,3,3%,-13%,-1%
O=C1C2C3C=CC(C4CC34)C2C(=O)N1/N=C/c1cccs1 (stereo not drawn),0%,-0.8%,-2%,-11%,2,-1,-5%,-2%,5%
COc1ccc(NC(=O)C2CCN(S(=O)(=O)c3ccc(C)cc3)CC2)cc1OC,-4%,0.2%,3%,-4%,2,-4,6%,-2%[57.1 µM],-4%
Nc1ncnc2nc(SCC(=O)N3CCN(c4ccccc4)CC3)[nH]c12,-4%,2.0%,-6%,-2%,-6,1,-2%,6%,0%
CC1Cn2cc(C(=O)Nc3ccccc3C(F)(F)F)c(=O)c3c(Cl)ccc(c32)O1 (stereo not drawn),-2%,?,6%,-22%,-1,-5,-5%,-3%[57.1 µM],3%
Nc1c(-c2ccccc2)c(CSc2nc3ccccc3[nH]2)nn1-c1cccc(C(=O)O)c1,1%,1.8%,-1%,-16%,4,-4,-4%,0%,-21%
COc1ccc(C2CC(c3ccccc3)=NN2C(=O)COC(=O)C2CC2)cc1 (stereo not drawn),-3%,1.2%,-4%,-9%,0,-5,4%,-8%,-11%
CCCCn1c(O)c(N=Nc2ccccc2O)c2ccccc21,5%,12%,?,?,14,5,0%,-2%,?
CCOC(=O)Cn1c(=O)oc2cc(S(=O)(=O)N3CCN(C(=O)OCC)CC3)ccc21,-1%,-1.0%,2%,-13%,3,-9,-2%,-1%,4%

2 records drawn at random from the list so far:
canonical_smiles,GRP78 ERSR act,RXFP1 ag,Vif-A3G inh,USP1 inh,PI4K2A inh,LDHA block,IDH1 R132H inh,TrxR1 substrate,Vif-APOBEC3F blk
Nc1c(-c2ccccc2)c(CSc2nc3ccccc3[nH]2)nn1-c1cccc(C(=O)O)c1,1%,1.8%,-1%,-16%,4,-4,-4%,0%,-21%
COc1ccc(C2CC(c3ccccc3)=NN2C(=O)COC(=O)C2CC2)cc1 (stereo not drawn),-3%,1.2%,-4%,-9%,0,-5,4%,-8%,-11%

Carrying on:
canonical_smiles,GRP78 ERSR act,RXFP1 ag,Vif-A3G inh,USP1 inh,PI4K2A inh,LDHA block,IDH1 R132H inh,TrxR1 substrate,Vif-APOBEC3F blk
CCn1nc(NC(=O)COC)c2cc3cc(C)ccc3nc21,-3%,2.3%,1%,2%,-2,-16,1%,8%,0%
Clc1ccc(-c2nc(N3CCCCC3)nc3ccccc23)cc1,1%,0.6%,-3%,-13%,-8,-4,0%,6%,2%
COc1ccc(-c2nc(S(=O)(=O)c3ccc(C)cc3)c(NCc3ccccc3)o2)cc1,·,1.9%,·,?,3,-4,·,22%,·
O=C1CCc2cc(S(=O)(=O)N3CCN(C(=O)c4ccco4)CC3)ccc2N1,1%,1.1%,1%,-9%,6,-13,-8%,-1%,-5%
Cc1c(C(=O)O)cccc1-c1ccc(C=O)o1,-1%,0.7%,1%,-12%,2,-2,14%,-6%,9%
Cc1cccc(-c2noc(-c3ccccc3C(=O)NCc3ccco3)n2)c1,10%,3.4%,-5%,-2%,3,0,7%,-4%[57.1 µM],-3%
CCN(CC)CCn1c(=N)n(CCOc2ccccc2)c2ccccc21,-6%,1.0%,-4%,2%,0,-6,1%,7%,-5%
CN(C)c1ccc(/C=N/NC(=O)c2ccc3nc[nH]c3c2)cc1,5%,2.7%,-3%,-18%,1,-5,10%,1%[57.1 µM],2%
CCOC(=O)CSc1nnc(-c2ccncc2)o1,-2%,0.2%,1%,10%,0,-4,5%,8%[57.1 µM],-1%
Cn1c(=O)c2c(-c3ccccc3)n(CCCO)cc2n(C)c1=O,-4%,5.8%,1%,-15%,1,-3,?,3%[57.1 µM],1%
Brc1ccc(-c2cn3nc4c(nc3n2)CCCC4)cc1,-11%,2.1%,-11%,?,-2,-2,2%,12%[57.1 µM],-13%
CCCNC(=O)C(Cc1ccc(Cl)cc1)NC(=O)c1ccc(-c2ccccc2)cc1 (stereo not drawn),?,-2.9%,1%,?,0,-3,0%,-4%[57.1 µM],?
CC1=C(C(=O)OCC2CCCO2)C(c2ccc(C)cc2)C2=C(CCCC2=O)N1 (stereo not drawn),0%,-1.3%,0%,-5%,1,-4,0%,11%[57.1 µM],-19%
O=C(CSc1nn(-c2ccc(F)cc2)c(=S)s1)N1CCN(C(=O)c2ccco2)CC1,0%,2.0%,-1%,-6%,-4,0,5%,-5%,1%
Cc1ccc(-n2ccn(CC(=O)c3ccc(F)cc3)c(=O)c2=O)cc1C,0%,-1.4%,3%,0%,-5,-5,-10%,18%[11.4 µM],1%
Cc1ccc(CC2CC(=O)N(CCc3ccc4c(c3)OCO4)C2=O)cc1 (stereo not drawn),-2%,3.2%,1%,-22%,-15,1,8%,-7%,-2%
Cc1cccc(CN(C)C[C@H]2OCc3cnnn3CCCC(=O)N([C@H](C)CO)C[C@@H]2C)c1,0%,·,3%,-33%,3,0,-3%,·,-2%
N/C(=N\OC(=O)C1CCCCC1)c1cccc([N+](=O)[O-])c1,13%,-1.7%,2%,-16%,14,-5,0%,-8%[57.1 µM],-8%
CCc1c(C)nc(N)nc1Cl,-2%,0.0%,1%,-7%,1,-7,8%,-9%,-3%
CCCc1ncc(CN2CCCC(C(=O)Nc3ccc(-c4cccc(OC)c4)cc3)C2)cn1 (stereo not drawn),-4%,3.4%,1%,-26%,2,2,16%,13%,-5%
Nc1cc(N)c(OCC(F)(F)F)cc1OCC(F)(F)F,5%,-2.3%,-7%,25µM*,?,25,16%,-7%,5%
CCCCNC(=O)c1ccc2c(c1)N(CC)C(=O)CS2,-5%,0.0%,2%,-16%,0,-3,-1%,0%,1%
CCc1c(C2(O)CCCCC2)[nH]c2ccc(C#N)cc12,-1%,·,-1%,0%,3,-4,4%,-6%,-2%
CCOc1ccc(N(CC(=O)Nc2cccnc2)S(=O)(=O)c2ccc(C)cc2)cc1,-4%,-1.2%,-19%,-12%,-4,-4,16%,3%[57.1 µM],3%
COCCn1nnnc1C(c1ccc(O)c(OC)c1)N1CCc2ccccc2C1 (stereo not drawn),-2%,-1.4%,0%,-3%,-7,9,3%,20%[57.1 µM],0%
O=C(OCc1nc2ccccc2[n+]([O-])c1C(=O)c1ccccc1)c1cccs1,-5%,0.2%,-2%,-15%,-1,-9,11%,-5%,1%
CCOc1ccccc1N(CC(=O)NC(C)(C)C)C(=O)c1ccc(CN2CCOCC2)o1,-3%,-0.1%,6%,3%,2,3,-4%,2%,-6%
